# Screening data: PubChem, National Center for Advancing Translational Sciences (NCATS)
# MCF10A rerep: DNA re-replication induction in MCF 10a cells. 2.9% of 350,000 active. MCF 10A DNA re-replication, Hoechst nuclear intensity, 48 h. AID 624296. Potency, µM (series often up to 46.1 µM), without a hit: at the top dose activity, positive = re-replication, most hits filed as activators; further: potency means the concentration at half of the fitted maximal effect; % of control where 0% means no effect; nearly all actives have a fitted effect of over 50% in size
# Nrf2 activator: activators of Nrf2 (ARE) signaling; AREc32 ARE-luciferase reporter (MCF7-derived line), luminescence, 24 h; Potency, µM (titrated, usually from 46.1 µM), for the others: at the top dose activation, usual class: activators; 0.31% of 410,000 active; AID 624171; further: potency means the concentration at half of the fitted maximal effect; % of control where 0% means no effect; nearly all actives have a fitted effect of over 65% in size
#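 AREc32 cells carrying an ARE-driven firefly luciferase, 1000 cells/well in OPTI-MEM with 5% FBS, dosed after overnight attachment and incubated 24 hr at 37 deg C. Steady-Glo luminescence read after 30 min at RT.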
# TGFb SMAD3 inh: blocks TGF-b signaling | HepG2 CAGA-GFP TGF-b/SMAD3 reporter, GFP fluorescence, 18 h; TGF-beta stimulated, 500 pg/mL final | Potency, µM (doses to about 46.1 µM), for the others: at the highest dose activity, negative = inhibition, usual class: inhibitors | 1.2% of 410,000 active; further: potency means the concentration at half of the fitted maximal effect; on the % scale 0 is the no-effect control and ±100 the full control effect; nearly all actives have a fitted effect of over 65% in size
#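 Inhibition was scored as loss of TGF-beta-induced (500 pg/mL final, 18 hours, 37 degrees C) GFP in HEPG2 cells carrying a CAGA-GFP reporter, in DMEM with 1% FBS. Well GFP was summed per cell; Activity was normalised to unstimulated and stimulated DMSO wells, then concentration-response fitting.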
# A549 viability: A549 cytotoxicity, counter-screen for Nrf2 inhibitors; Potency, µM (titrated, usually from 46 µM), for the others: top-dose activity change, negative = cytotoxicity, actives largely listed as inhibitors; 0.16% of 390,000 active; A549 ARE-Fluc cells, CellTiter-Fluor viability, 18-24 h; AID 504648; further: potency means the concentration at half of the fitted maximal effect; on the % scale 0 is the no-effect control and ±100 the full control effect
#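 Cytotoxicity counterscreen: CellTiter-Fluor fluorescence was measured in A549 ARE_Fluc cells after 18-24 h of compound exposure in a concentration series. The subsequent BugLite luminescent read reports ARE-luciferase activity.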
# ATXN2 expr inh: reduces ATXN2 reporter expression in HEK-293 cells; Potency, µM (series often up to 57 µM), inactives show at the highest dose activity change, negative = inhibition, most hits filed as inhibitors; 0.72% of 360,000 active; HEK-293 ATXN2-luciferase reporter, luminescence, 24 h; further: potency means the concentration at half of the fitted maximal effect; on the % scale 0 is the no-effect control and ±100 the full control effect; nearly all actives have a fitted effect of over 55% in size
#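 qHTS (up to 57 uM final) was run with 24 h compound exposure of reporter cells at 37 °C. Each well was multiplexed: SteadyGlo luminescence measured ATXN2-luciferase expression after a fluorogenic Gly-Phe-AFC viability readout (25 uM final).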
# Nrf2 block: blocks Nrf2 signaling. A549 ARE-Fluc reporter, luciferase luminescence, 18-24 h. Potency, µM (doses to about 46 µM), inactives show top-dose activity change, negative = inhibition, most hits filed as inhibitors. 2.1% of 360,000 active. AID 504444; further: potency means the concentration at half of the fitted maximal effect; on the % scale 0 is the no-effect control and ±100 the full control effect; nearly all actives have a fitted effect of over 60% in size
#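 Reporter: ARE-Fluc in A549. Exposure: 18-24 h, 37 °C, 5% CO2, 5% FBS OPTI-MEM. Readouts: fluorescent cytotoxicity (CellTiter-Fluor), then luminescent Nrf2 signal after BugLite.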
# HepG2 viability: HepG2 cytotoxicity, counter-screen for TGF-b inhibitors | Potency, µM (highest dose often 46.1 µM), for the others: at the highest dose activity change, negative = cytotoxicity, usual class: cytotoxic | 0.76% of 410,000 active | AID 588856 | HepG2 CAGA-GFP viability, ATP luminescence, 18 h; further: potency means the concentration at half of the fitted maximal effect; some results filed as inactive show a strong effect at the top dose
#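 HepG2 CAGA-GFP cells (1000/well, DMEM with 1% FBS) received compound, then TGF-beta at 500 pg/mL final, and were incubated 18 hours at 37 degrees C. Viability was read by CellTiter-Glo luminescence. Media-only wells were set as complete cell-killing and DMSO as no toxicity.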
# S2 tox: cell viability loss in ATXN counter-screen; S2 cells (HEK-293 line with an ATXN2-luciferase reporter) viability, CellTiter-Fluor protease fluorescence, 24 h; Potency, µM (titrated, usually from 56.7 µM), most hits filed as cytotoxic; 0.49% of 400,000 active; further: potency means the concentration at half of the fitted maximal effect; nearly all actives have a fitted effect of over 40% in size
# IL1B secr inh: blocks inflammasome-driven IL-1 beta release | THP-1 LPS/ATP IL-1B secretion, AlphaLISA, 16 h; active compounds read low | AID 743279 | activity change, % at 57.5 µM | 4.7% of 360,000 active; in the data active means activity change below about -50%; inconclusive means mostly about -30% to -49%; further: on the % scale 0 is the no-effect control and ±100 the full control effect
#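 Secreted IL-1B measured by AlphaLISA bead assay after 16 h compound exposure of THP-1 cells; compounds (final up to 57.5 uM) added 1 h before LPS (250 ng/mL) and ATP (1.25 mM) stimulation; lower signal means less secretion.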
# Active calls of the source: *; i = inactive; ? = inconclusive; . = not tested or not shown; [ ] = another dose, or the depositor's remark. Unless noted, the call rests on the fitted dose curve; in most records, active means well fitted curve in the direction sought with a large enough effect; inconclusive means small, poorly fitted or top-dose-only effect, or another doubt; inactive means no such curve, though single readings can be large; an effect the other way counts as inactive or inconclusive.
SMILES,MCF10A rerep,Nrf2 activator,TGFb SMAD3 inh,A549 viability,ATXN2 expr inh,Nrf2 block,HepG2 viability,S2 tox,IL1B secr inh
O=C(CSc1nnc(-c2cccc(S(=O)(=O)N3CCCC3)c2)n1-c1ccccc1)Nc1cccc(C(=O)O)c1,-3%,-0.1%,11%,3%,8%,23%,14%,i,14
CC(C)/C=C1\CC/C(=C\c2ccc(N(C)C)cc2)C1=O,?,5.6%,-7%,-3%,68%[activator],4%,21%,i,?
COc1cc(C(=O)N2CCN(c3cc(Cl)ccc3Cl)CC2)cc(OC)c1OC,?,-2.6%,?,-4%,5%,-6%,1%,?,66
O=C(CSc1nnc(-c2ccncc2)n1-c1ccccc1)NC1CC1,8%,-0.5%,14%,-7%,2%,-2%,-28%,i,-2
CCS(=O)(=O)Nc1cccc(C2=NN(S(C)(=O)=O)C(c3ccccc3)C2)c1 (stereo not given),-17%,6.6%,?,11%,-9%,-23%,-27%,i,57
CCN(CC)S(=O)(=O)c1ccc(Br)c(OC)c1,3%,0.3%,-20%,-2%,-5%,-14%,7%,?,2
CCOC(=O)C1CCN(C(=O)COC(=O)Cc2ccc(Cl)cc2)CC1,-11%,-0.8%,13%,-7%,.,-26%,1%,i,19
Cc1ccc(Cc2cnc(NC(=O)c3ccc4c(c3)CC(c3ccccc3)OC4=O)s2)cc1 (stereo not given),.,2.2%,-7%,1%,3%,-25%,-4%,i,.
COc1ccc(NC(=O)CSc2nnc(CNc3ccc(F)cc3)o2)c(OC)c1,10%,-0.2%,4%,0%,4%,-19%,-3%,i,-8
O=C(NN=C1CCCCCC1)c1ccc(Br)o1,5%,4.9%,11%,2%,23%,10%,-7%,i,-4
COc1ccc(C(=O)OCC(=O)NCC2CCCO2)cc1[N+](=O)[O-] (stereo not given),-3%,0.1%,-14%,4%,-5%,3%,-23%,i,-5
CN(C)/C(=N\S(=O)(=O)c1ccccc1)c1ccc([N+](=O)[O-])cc1,-6%,0.0%,28%,0%,-4%,-23%,1%,i,12
Cc1c(C(=O)NCCCN2CCOCC2)sc2nc(-c3ccc(F)cc3)cn12,13%,2.7%,0%,0%,0%,-4%,-22%,i,-14
COc1cc(C2C(C(C)=O)=C(C)Nc3ncnn32)ccc1O (stereo not given),0%,0.8%,-25%,-4%,6%,4%,3%,i,11
N#Cc1ccccc1S(=O)(=O)N1CCN(C(=O)c2cc(-c3ccccc3)nn2-c2ccccc2)CC1,0%,-1.1%,8%,-21%,6%,-23%,-25%,i,i
N#Cc1ccc(C(=O)NC(=S)NC2CCCCC2)cc1,-3%,0.2%,?,-6%,11%,21%,-7%,i,23
CC1=Nn2c(nnc2-c2cc(-c3ccccc3)n[nH]2)SC1,-3%,1.9%,?,-5%,11%,7%,1%,i,9
COc1ccc(C)cc1NS(=O)(=O)c1ccc2c(c1)NC(=O)C(C)S2 (stereo not given),-2%,1.4%,?,-7%,-8%,-4%,-21%,?,68
CC(=O)NC(c1ccc(F)c(F)c1)c1nc(-c2cccc(C(F)(F)F)c2)cs1 (stereo not given),.,5.3%,-4%,.,-8%,.,-5%,i,?
COc1ccc(NC(=O)c2ccc3c(SCC(=O)O)c4c(nc3c2)CCC4)c(OC)c1,.,-0.2%,-10%,0%,3%,15%,4%,i,.
O=C(NC(Cc1c[nH]c2ccccc12)C(=O)Nc1ccc(F)c([N+](=O)[O-])c1)c1cccs1 (stereo not given),?,17%,0%,-9%,-37%,?,11%,?,-27
COc1ccc(C(CNC(=O)c2cccc(NS(=O)(=O)c3ccccc3)c2)N(C)C)cc1 (stereo not given),7%,2.7%,-8%,-3%,8%,?,-24%,?,5
CCC1CCCCN1CCCNC(=O)C1CCCN(S(=O)(=O)N2CC(C)CC(C)C2)C1 (stereo not given),10%,-0.6%,-5%,-2%,-4%,6%,6%,i,3
CCOc1ccc(N2CC(O)(c3cccs3)[N+]3=C2CCCC3)cc1 (stereo not given),2%,2.4%,-4%,-3%,-4%,1%,-8%,i,-15
CC(=O)c1cccc(NC(=O)c2cnn(-c3ccccc3)c2C)c1,12%,3.8%,0%,1%,36%,?,-2%,i,-17
# Continued.
SMILES,MCF10A rerep,Nrf2 activator,TGFb SMAD3 inh,A549 viability,ATXN2 expr inh,Nrf2 block,HepG2 viability,S2 tox,IL1B secr inh
O=c1[nH]cc(S(=O)(=O)NCc2ccccc2)c(=O)[nH]1,0%,-0.1%,5%,-2%,2%,11%,15%,i,1
O=C(Nc1cc(C(F)(F)F)ccc1N1CCOCC1)c1cccc(S(=O)(=O)N2CCOCC2)c1,.,-0.4%,-6%,.,.,.,-31%,?,-11
Cc1ccc(OCC(=O)NCc2ccc3c(c2)OCO3)c([N+](=O)[O-])n1,-1%,0.5%,0%,8%,4%,4%,15%,i,13
COc1ccccc1C(=O)NNC(=O)c1ccc(Br)cc1,?,9.9%,2%,-6%,0%,23%,-4%,?,8
CC1(c2nnc(-c3cccc(Cl)c3)o2)CC(c2c(Cl)cccc2Cl)=NO1 (stereo not given),19%,-1.7%,-27%,3%,-19%,-15%,-43%,i,-22
COc1cc(OC)cc(C(=O)N[C@H](C(=O)NNC(=O)c2ccc(Br)cc2)C(C)C)c1,-33%[inhibitor],2.0%,-3%,0%,-32%,-4%,7%,i,-28
O=C(Nc1ccc(N2CCN(C(=O)c3ccc(Cl)cc3)CC2)cc1)c1ccc([N+](=O)[O-])o1,?,6.3µM*,7.1µM*,?,-8%[11.3 µM],21µM*,13µM*,?,-107*
Cc1ccc(C2/C(=C(/O)c3ccc(OC(C)C)cc3)C(=O)C(=O)N2CCN2CCOCC2)cc1 (stereo not given),23%,-0.8%,15%,4%,3%,-3%,-4%,i,3
O=C(NCCc1csc2nc(-c3ccccc3F)nn12)c1ccccc1C(F)(F)F,.,?,-7%,-2%,-6%,.,-6%,i,.
O=C(Nc1nnc(-c2ccc3c(c2)CCCC3)o1)c1ccccc1,?,4.7%,?,?,?,?,-20%,.,110
COc1ccc(-c2[nH]c3ccccc3c2SCCNC(=O)c2cc3ccccc3oc2=O)cc1,13%,5.5%,-17%,7%,9%,4%,-36%,?,20
COc1cc(NC(=O)c2cccc([N+](=O)[O-])c2)ccc1NC(=O)c1ccco1,1%,-0.1%,0%,-2%,-31%[11.3 µM],12%,5%,i,?
CCCN(CCC)CCNC(=O)C1(O)c2ccccc2NC(=O)N1c1cccc(OC)c1 (stereo not given),0%,-0.8%,2%,5%,6%,0%,-19%,i,-3
CCNc1nc(-c2cc(C)n(Cc3ccco3)c2C)cs1,-48%[inhibitor],0.2%,-20%,-8%,2%,-6%,0%,?,-1
Cc1cc(OCC(=O)N2CCN(c3ncccn3)CC2)ccc1Cl,5%,-0.2%,-3%,-2%,10%,1%,-20%,i,3
COc1ccc(NC(=O)COC(=O)Cc2coc3cc(OC)ccc23)c(OC)c1,-1%,-0.2%,34%[activator],-5%,-14%,?,-32%,?,9
CC1(C)CC2CC(C)(CN2C(=O)COC(=O)c2cccc(O)c2)C1 (stereo not given),1%,-0.3%,12%,2%,-7%,7%,8%,i,0
COc1ccc(S(=O)(=O)NCc2csc(C)n2)cc1OC,0%,-0.4%,13%,-1%,1%,-11%,6%,i,13
Cc1ccc(SCc2nc(-c3ccccn3)no2)cc1,-1%,-0.1%,13%,4%,62%[activator],.,-1%,i,0
Cc1ccc(CNC(=O)c2nc(SCc3cccc(C)c3)ncc2Cl)cc1,.,4.8%,-15%,11%,4%,17%,-12%,i,.
CCc1nnc(NC(=O)CCC(=O)NCCc2ccccc2)s1,0%,0.2%,6%,-3%,32%,10%,22%,i,42
COc1cccc2sc(N(CCCN(C)C)C(=O)c3sc4ccccc4c3Cl)nc12,-4%,5.1%,?,1%,?,7%,-79%,?,-67*
CCn1c2ccccc2c2cc(NC(=O)COc3cc(C)c(Cl)c(C)c3)ccc21,.,0.1%,-14%,-3%,-11%,4%,-98%,i,.
Cc1ccc(S(=O)(=O)N(CCC(=O)NCC(c2ccccc2)N(C)C)c2ccccc2)cc1 (stereo not given),2%,-0.3%,-3%,2%,-12%,17%,-3%,?,-13

# Rewritten with bars between the fields: entries from further up.
mol | MCF10A rerep | Nrf2 activator | TGFb SMAD3 inh | A549 viability | ATXN2 expr inh | Nrf2 block | HepG2 viability | S2 tox | IL1B secr inh
COc1ccc(NC(=O)COC(=O)Cc2coc3cc(OC)ccc23)c(OC)c1 | -1% | -0.2% | 34%[activator] | -5% | -14% | ? | -32% | ? | 9
CC1(C)CC2CC(C)(CN2C(=O)COC(=O)c2cccc(O)c2)C1 (stereo not given) | 1% | -0.3% | 12% | 2% | -7% | 7% | 8% | i | 0
COc1ccc(S(=O)(=O)NCc2csc(C)n2)cc1OC | 0% | -0.4% | 13% | -1% | 1% | -11% | 6% | i | 13
Cc1ccc(SCc2nc(-c3ccccn3)no2)cc1 | -1% | -0.1% | 13% | 4% | 62%[activator] | . | -1% | i | 0
Cc1ccc(CNC(=O)c2nc(SCc3cccc(C)c3)ncc2Cl)cc1 | . | 4.8% | -15% | 11% | 4% | 17% | -12% | i | .
CCc1nnc(NC(=O)CCC(=O)NCCc2ccccc2)s1 | 0% | 0.2% | 6% | -3% | 32% | 10% | 22% | i | 42
COc1cccc2sc(N(CCCN(C)C)C(=O)c3sc4ccccc4c3Cl)nc12 | -4% | 5.1% | ? | 1% | ? | 7% | -79% | ? | -67*
CCn1c2ccccc2c2cc(NC(=O)COc3cc(C)c(Cl)c(C)c3)ccc21 | . | 0.1% | -14% | -3% | -11% | 4% | -98% | i | .
